# High-throughput results as filed in PubChem BioAssay.
# esBAF inh – blocks esBAF chromatin remodeling in mouse ES cells | Bmi1-luciferase knock-in reporter, 24 h; 100% = twice the neutral-well signal | reporter increase, % at 12.5 µM | 2% of 350,000 active; in the data active = activation above about 40%;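 note: 0% = median of the plate's neutral control wells and 100% = double that signal; a rise in the Bmi1 reporter signal indicates esBAF inhibition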
# ARNT TACC3 PPI – disrupts binding between human ARNT and TACC3; AID 623870; 0.66% of 390,000 active; inhibition, % at 9.99 µM; AlphaScreen His-ARNT PAS-B/GST-TACC3 binding, luminescence; TACC3 fragment carries E629A point mutation;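 active = mean inhibition of replicates at least 50% and at least half of replicates each reaching 50%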;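 note: 0% = complete ARNT plus TACC3 wells and 100% = ARNT alone without TACC3; many hits fall short of the cut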
# RAD54 branch – inhibitors of human RAD54 branch migration. Q92698. RAD54 Holliday junction branch migration, FAM/BHQ fluorescence. inhibition, % at 10.4 µM. 0.14% of 360,000 active. AID 602329;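 active = mean normalized replicate activity at least 40 and at least half of replicates scoring 40 or more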;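 note: 0% = median of neutral control wells and 100% = median of positive control wells; inhibitors cause a drop in the FAM fluorescence signal; in these data hits start at about 50%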
# Target sequence (Q92698 whole entry, looked up): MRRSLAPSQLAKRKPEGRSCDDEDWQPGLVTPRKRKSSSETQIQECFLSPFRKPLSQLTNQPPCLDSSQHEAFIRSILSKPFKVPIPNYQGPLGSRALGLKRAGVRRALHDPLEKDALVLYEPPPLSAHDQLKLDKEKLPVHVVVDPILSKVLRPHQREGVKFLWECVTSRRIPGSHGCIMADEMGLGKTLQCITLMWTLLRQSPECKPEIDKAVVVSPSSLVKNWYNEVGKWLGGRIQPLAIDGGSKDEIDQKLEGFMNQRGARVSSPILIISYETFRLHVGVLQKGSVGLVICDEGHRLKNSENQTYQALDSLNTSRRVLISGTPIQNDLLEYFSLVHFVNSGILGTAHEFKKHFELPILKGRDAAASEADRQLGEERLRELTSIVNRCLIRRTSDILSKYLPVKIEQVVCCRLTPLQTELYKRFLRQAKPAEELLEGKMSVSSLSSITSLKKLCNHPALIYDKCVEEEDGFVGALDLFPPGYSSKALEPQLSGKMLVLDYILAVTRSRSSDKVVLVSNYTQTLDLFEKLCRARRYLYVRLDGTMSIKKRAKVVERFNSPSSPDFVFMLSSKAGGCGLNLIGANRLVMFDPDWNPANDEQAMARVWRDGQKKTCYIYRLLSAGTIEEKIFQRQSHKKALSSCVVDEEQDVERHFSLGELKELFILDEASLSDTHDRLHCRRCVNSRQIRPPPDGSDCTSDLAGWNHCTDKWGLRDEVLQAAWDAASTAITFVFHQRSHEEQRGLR
# * = called active by the depositor.
cpd	molecule	ARNT TACC3 PPI	esBAF inh	RAD54 branch
1	COc1cc2[nH]c(=S)nc(NCCCOC(C)C)c2cc1OC	55*	-6	-11
2	Cn1c(CCCNC(=O)c2ccccc2)nc2ccccc21	-8	-1	-15
3	O=C(Nc1ccccc1)N1CCCC2CCCCC21 (stereo unspecified)	-1	52*	1
4	O=C1C(NS(=O)(=O)c2cccs2)=C(N2CCN(c3ccccc3)CC2)C(=O)c2ccccc21	0	6	-6
5	Cc1cc(C(=O)OCC(=O)Nc2nc(-c3ccccc3)cs2)c(C)o1	-9	13	-3
6	O=C(CNC1C(=O)Nc2ccccc21)Sc1ccccc1 (stereo unspecified)	-8	0	0
7	CCCC(=O)C1=C(O)C(C(=O)OC)C(C)(C)CC1=Nc1ccccc1 (stereo unspecified)	-1	-3	-9
8	CCOC(=O)COc1cc(=O)n(CC)c2ccccc12	-3	0	6
9	FC(F)(F)c1cccc(N2CCN(c3nnnn3-c3ccccc3)CC2)c1	-2	1	0
10	COc1ccc(OC)c(CNc2nc3ccccc3n2CCN2CCCCC2)c1	6	-12	-1
11	O=C(NCCOC(=O)C1COc2ccccc2O1)c1cccnc1 (stereo unspecified)	1	-6	-13
12	COc1ccccc1NC(=O)N1CCN(c2ncccn2)CC1	-9	-7	6
13	Cc1sc2ncn(CC(=O)OC(C)C(=O)NC(C)(C)C)c(=O)c2c1C (stereo unspecified)	-1	-2	-4
14	CCCC1C(=O)N(c2ccccc2)C1c1ccccc1 (stereo unspecified)	-19	-1	-5
15	O=C(Nc1c(-c2ccccc2)nc2ccccn12)c1ccco1	2	16	2
16	COc1ccc(C(=O)N2CC=C(c3ccccc3)CC2)cc1S(=O)(=O)N1CCOCC1	7	-3	-5
17	O=C(CSc1ncnc2nc[nH]c12)c1ccccc1	-6	24	-9
18	CC(C)(C)n1nnnc1C(c1cccs1)N(Cc1ccccc1)Cc1cccnc1 (stereo unspecified)	1	-16	4
19	Cc1cc(-c2ccc(Cl)cc2)n2nc(N)nc2n1	11	-1	8
20	CCOc1ccccc1N1CCN(Cc2ccc(OC)c(OC)c2OC)CC1	-1	-10	4
21	CNC(=O)c1cc2c(=O)n3cccc(C)c3nc2n(C(C)C)c1=N	3	7	32
22	COc1ccc(C(=O)Nc2nc3c(s2)Cc2cc(OC)ccc2-3)cc1	28	12	-1
23	CC(C)NC(=S)N/N=C/c1cccs1	5	14	-2
24	CCOC(=O)C1C(=O)C=C(N2CCOCC2)CC1c1cccc(OC)c1 (stereo unspecified)	-1	-6	-6
25	CN(C)c1ccc(N=C/C=C2\N(C)c3ccccc3C2(C)C)cc1	21	-12	9
26	Cc1cccn2c(=O)c(C=O)c(N3CCCCCC3)nc12	-13	-8	-5
27	C(=C\c1ccccc1)/CSc1nnc(-c2cnccn2)n1Cc1ccco1	1	-10	-1
28	Cc1nc(SCC(=O)NCc2ccco2)nc(C)c1C	-5	4	4
29	CC(C)C(c1nnnn1C1CCCC1)N1c2ccccc2CC1C (stereo unspecified)	-1	0	1
30	CCOC(=O)c1cc2c(=O)n3ccccc3nc2n(CC2CCCO2)c1=NC(C)=O (stereo unspecified)	-3	-3	8

# Among those listed so far, these have two or more sulfur atoms.
cpd	molecule	ARNT TACC3 PPI	esBAF inh	RAD54 branch
4	O=C1C(NS(=O)(=O)c2cccs2)=C(N2CCN(c3ccccc3)CC2)C(=O)c2ccccc21	0	6	-6
23	CC(C)NC(=S)N/N=C/c1cccs1	5	14	-2

# Next section:
cpd	molecule	ARNT TACC3 PPI	esBAF inh	RAD54 branch
31	O=C(Nc1ccccc1N1CCN(C(=O)c2ccccc2)CC1)c1cc(Br)ccc1Cl	23	-4	-1
32	COc1nc(N(C)C)nc(N(OC)S(=O)(=O)c2ccccc2Cl)n1	7	-3	1
33	CC1=NOC(=O)/C1=C\c1ccc(-c2ccc(Cl)cc2Cl)o1	-6	-11	4
34	CCCC(=O)Nc1ccccc1NC(=O)CN(C)S(=O)(=O)c1ccc(C)cc1	-1	-5	-5
35	Cc1ccc(S(=O)(=O)NC(=O)Nc2ccc(F)cc2)cc1	-6	-5	-7
36	CCCN(CCC)C(=O)CC(c1ccc(F)cc1)c1ccco1 (stereo unspecified)	-3	-3	5
37	CCN(CC)CCCn1c(C)cc2c(c1=O)C(c1cccc(Cl)c1)C(C#N)=C(N)O2 (stereo unspecified)	8	2	-9
38	CCOC(=O)NCc1cc(-c2nn(C)c(=O)c3ccccc23)ccc1C	-3	-1	1
39	Cc1nn(-c2cccc(Cl)c2)c2c1C(c1ccncc1)C(C#N)=C(N)O2 (stereo unspecified)	33	-13	-5
40	CCCCCOC(=O)C1[C@H]2C(=O)N(c3ccccc3CC)C[C@]23C=C[C@H]1O3 (stereo partly specified)	-1	3	-7
41	O=C(Cc1ccccc1)Nc1ccccc1C(=O)O	3	12	17
42	COc1cccc(-c2nc(CSCC(=O)NCC3CCCO3)c(C)o2)c1 (stereo unspecified)	-2	-4	-5
43	Cc1cccc(OCCC(=O)Nc2c(C)n(C)n(-c3ccccc3)c2=O)c1	0	-10	-3
44	Cc1ccc(-n2c(SCC(=O)Nc3ccc4c(c3)OCO4)nnc2-c2cccs2)cc1	-1	-5	0
45	COc1ccc(NC(=O)c2ccco2)cc1NC(=O)c1cccc(OC(C)C)c1	-1	1	-10
46	COn1c(-c2ccccc2)nc2c1CCc1nonc1-2	0	-3	-3
47	CCOC(=O)CNC(=O)CSc1nnc(-c2ccccc2OC)n1CC	-7	-3	4
48	Cn1c(CCc2ccccc2)nnc1SCC(=O)N1CCOCC1	-1	-12	-11
49	O=[N+]([O-])c1ccc(C=Nc2cccc3ccccc23)s1	6	-15	14
50	NC(=O)C[C@@H]1N[C@]2(C(=O)Nc3ccccc32)[C@@H]2C(=O)N(c3cc(C(F)(F)F)ccc3Cl)C(=O)[C@H]12	-3	2	-6
51	O=S(=O)(N1CCOCC1)N1CCN(c2ccccc2F)CC1	1	-6	-7
52	CCN=C1SC(CC(=O)Nc2ccccc2OCC)C(=O)N1CC (stereo unspecified)	-1	-5	3
53	N#Cc1nc(-c2ccc(OCc3ccccc3)cc2)oc1NCc1cccnc1	2	11	1
54	Cc1cc2c(ncn2C)c(NS(=O)(=O)c2ccccc2Cl)c1C	27	12	10
55	COc1ccc(C(=O)Nc2cc(C(F)(F)F)ccc2Cl)cc1OC	-10	3	-11
56	Cc1cc(C)n(C(C)n2nc(C)cc2C)n1	6	-4	-16
57	CN=C(Nc1cc(Cl)ccc1Cl)SC1CC(=O)N(c2ccc(C(=O)OC)cc2)C1=O (stereo unspecified)	-4	-4	4
58	CC1CC(C)CN(C(=O)c2ccc3c(c2)N(Cc2ccccc2)CCS3)C1 (stereo unspecified)	4	12	0
59	Cc1ccc(N2CN=C(c3ccccc3)NC2=S)cc1	-4	57*	9
60	Cn1c(CN2CCN(c3cccc(Cl)c3)CC2)nc2ccccc21	20	0	14

# Records 59–60 of the list above:
cpd	molecule	ARNT TACC3 PPI	esBAF inh	RAD54 branch
59	Cc1ccc(N2CN=C(c3ccccc3)NC2=S)cc1	-4	57*	9
60	Cn1c(CN2CCN(c3cccc(Cl)c3)CC2)nc2ccccc21	20	0	14

# Reformatted with two lines to a compound: entries from further up.
# Sequence of screens – ARNT TACC3 PPI	esBAF inh	RAD54 branch
[13] Cc1sc2ncn(CC(=O)OC(C)C(=O)NC(C)(C)C)c(=O)c2c1C (stereo unspecified)
→ -1	-2	-4
[60] Cn1c(CN2CCN(c3cccc(Cl)c3)CC2)nc2ccccc21
→ 20	0	14

# (more compounds)
cpd	molecule	ARNT TACC3 PPI	esBAF inh	RAD54 branch
61	COc1ccc(-c2nnc(N3CCC(C)CC3)c3ccccc23)cc1	28	-22	-13
62	O=S1(=O)N=C(Nc2nncs2)c2ccccc21	5	3	-3
63	CC1(C)Cc2noc(N)c2C(C)(C)N1OC(=O)c1cccs1	-9	0	2
64	CC(C)CN(C(=O)COC(=O)CCN1C(=O)c2ccccc2C1=O)C1CCS(=O)(=O)C1 (stereo unspecified)	-7	-2	-3
65	CCC(C)NC(=O)C1CCN(c2nc(OC)nc(OC)n2)CC1 (stereo unspecified)	-7	-5	7
66	CCOC(=O)C1CCN(C(=O)Cc2ccc(C)cc2)CC1	-3	6	-20
67	CN1CC(=O)NC1=NC(=O)c1ccc(Cl)c(S(=O)(=O)N2CCCCCC2)c1	10	15	2
68	CCOC(=O)C1=C(c2ccccc2)OC(N)=C(C#N)C1c1ccco1 (stereo unspecified)	-2	-5	4
69	Cc1cccc(CSc2nnc(-c3ccco3)n2C)c1	-4	10	3
70	Fc1ccccc1CN1CCCCCCC1	3	4	-2
71	Cc1ccc(C(=O)CSC2=NC(N)=C(C#N)C3(CCCCC3)C2C(N)=O)cc1 (stereo unspecified)	3	15	0
72	COc1ccc(N(Cc2ccccc2)S(=O)(=O)c2cccc(C(=O)NC3=NCCS3)c2)cc1	4	7	4
73	CCOC(=O)c1cnc(SCC(=O)Nc2cc(OC)cc(OC)c2)nc1N	2	20	1
74	O=C(Nc1nc2ccc(F)cc2s1)C1CCCO1 (stereo unspecified)	-2	99*	-5
75	COc1ccc(S(=O)(=O)NC(CC(=O)NCc2ccc3c(c2)OCO3)c2ccco2)cc1 (stereo unspecified)	8	-3	-8
76	CCOC(=O)c1ccc(NC(=O)N2CC(C)OC(C)C2)cc1 (stereo unspecified)	-18	14	-16
77	Cn1c(=O)c2c(nc(CN3CCN(C(=O)c4ccco4)CC3)n2Cc2ccc(F)cc2)n(C)c1=O	13	1	2
78	C=CCN1C(=O)CN=C1Nc1cc(C)ccc1C	1	-1	-10
79	Cc1ccc(NC(=O)CN2CCc3ccccc3C2)cc1	-3	1	7
80	Cc1cc2oc(=O)c3c(c2cc1OCc1nn[nH]n1)CCCC3	-4	-2	-6
81	C=C(c1cccc2ccccc12)P(=O)(O)O	1	2	-5
82	CCCCCOC(=O)c1ccc(NC(=O)c2ccco2)cc1	-2	8	0
83	CCOC(=O)CCCCCC(=O)Nc1ccc2c(c1)C(=O)N([C@H](C)CO)C[C@H](C)[C@@H](CN(C)C(=O)Nc1ccc(OC)cc1)O2	-1	-16	4
84	COc1ccc(OC)c(C(=O)N2CCC(C(=O)c3ccc(F)cc3)CC2)c1	-2	1	-4
85	Clc1ccc2c(c1)C(N1CCNCC1)Cc1ccccc1S2 (stereo unspecified)	13	0	4
86	COC(=O)/C=C1/N/C(=N\c2nc(C)cc(C)n2)N(c2ccc(C)c(C)c2)C1=O	1	5	-2
87	Cc1ccc(C(=O)N2CCN(c3ncnc4c3cnn4-c3ccccc3)CC2)cc1	-3	-14	-6
88	N#CC(C(=O)NCCc1ccccc1)c1nc2ccccc2nc1N1CCOCC1 (stereo unspecified)	-4	-5	4
89	COc1cc(OC)c(OC)cc1CNC1CCCCCC1	0	-5	7
90	CCO/C=C1/C(=O)N(C)C(=O)c2cc(OC)ccc21	17	-5	6
91	Cc1nnc(N(Cc2ccccc2)C(=O)c2cnccn2)s1	-10	1	9
92	CCCCC1=CC2=CC(=O)C(C)(OC(=O)CC)C(=O)C2=CN1Cc1ccco1 (stereo unspecified)	-2	-9	-8
93	CCOC(=O)c1cnc(-n2cc(C)cn2)nc1Nc1ccccc1OC	1	-10	-9
94	Cc1nc(N2CCN(c3ccccc3)CC2)[nH]c(=O)c1Cc1ccccc1	-8	5	-2
95	Cc1cc2nc(CCN3CCOCC3)n(S(=O)(=O)c3ccc(C(C)(C)C)cc3)c2cc1C	-1	13	-8
96	Cc1c(C(=O)NCCc2ccccc2)oc2ccc(S(=O)(=O)N3CCOCC3)cc12	-6	15	4
97	COc1ccc(OC)c(C2C(C#N)=C(N)Oc3cc(N)ccc32)c1 (stereo unspecified)	-4	22	-1
98	COc1ccc(C2C(C(=O)Nc3cc(C)on3)c3ccccc3C(=O)N2C)cc1OC (stereo unspecified)	-11	-2	-4
99	Cc1cc(C)n(-c2nnc(C)n2/N=C/c2ccco2)n1	-15	-6	-4
100	Cc1nn2c(NCCOCCO)c3c(nc2c1-c1ccccc1)CCCC3	2	-6	9
101	O=C(Nc1ccccc1F)c1cc2nc(C(F)F)cc(C(F)F)n2n1	0	58*	5
102	Nc1nnc(SCc2ccccc2F)n1-c1ccccc1	0	-8	10
103	CCOC(=O)c1cc2c(=O)n3cccc(C)c3nc2n(Cc2ccco2)c1=NC(=O)c1ccc(C)cc1	-3	-6	-2
104	CCC1CCCCN1Cc1ccc(CNS(=O)(=O)c2ccc3c(c2)oc(=O)n3C)o1 (stereo unspecified)	-1	14	-9
105	Cc1nc2sc(C(c3ccccc3)N3CCN(c4ccccc4F)CC3)c(O)n2n1 (stereo unspecified)	-4	-10	6
106	CN(c1cccc(NC(=O)CN2C(=O)c3ccccc3S2(=O)=O)c1)S(C)(=O)=O	0	-23	-2
107	O=C(Nc1ncccc1Cl)c1cccc(F)c1	4	26	7
108	CCC(CC)NC(=O)Cc1ccccc1OC	-5	1	5
109	C(=N\n1cnnc1)/c1ccc(-c2ccccc2)cc1	8	6	-16
110	Nc1nonc1C(=O)NCCNC(=O)c1ccccc1F	-3	-4	-10

# Continuation.
cpd	molecule	ARNT TACC3 PPI	esBAF inh	RAD54 branch
111	Cc1ccc(CSC2=NCCN2C(=O)C2CC2)cc1	-7	-5	3
112	COc1ccc2cc3cc(C(=O)N4CCCCCC4)oc3nc2c1	-2	-37	-2
113	Cc1nc2cc(C(=O)O)ccc2s1	-2	73*	4
114	O=C(O)C1(P(=O)(c2ccccc2)c2ccccc2)CCC1	-3	-9	-9
115	CCCCOC(=O)Nc1ccccc1C(N)=O	-5	3	-4
116	O=C(Oc1ccc2c(=O)c(Cl)coc2c1)c1ccncc1	-1	-2	-2
117	CCOc1ccc2[nH]c(=S)[nH]c2c1	28	-8	3
118	CC(C)CCN1C(=O)c2ccc(C(=O)NCc3ccco3)cc2C1=O	-1	-8	-6

# The list is partial; count on the stated rates, not on these rows.
